FBW7 act: FBW7 E3 ligase activators, primary screen, biochemical, AlphaScreen, human | F-box/WD repeat-containing protein 7 (Homo sapiens), Q969H0 | AlphaScreen FBW7–phospho-cyclin E peptide binding, activator screen | actives 0.13% (n = 650,000) | normalized activity (activation), % at 26.1 µM; in the data active = normalized activity above about 1.9%;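 note: purified mutant Fbw7 with reduced substrate affinity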
MITF primary: MITF inhibitors, primary screen, biochemical, AlphaScreen, human; Microphthalmia-associated transcription factor (Homo sapiens), O75030; AlphaScreen MITF homodimerization, bead proximity signal; inhibition, % at 2.6 µM; actives 0.91% (n = 650,000); in the data active = inhibition above about 50%;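 note: 0% = vehicle wells with protein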
Target sequence (O75030 whole entry, looked up): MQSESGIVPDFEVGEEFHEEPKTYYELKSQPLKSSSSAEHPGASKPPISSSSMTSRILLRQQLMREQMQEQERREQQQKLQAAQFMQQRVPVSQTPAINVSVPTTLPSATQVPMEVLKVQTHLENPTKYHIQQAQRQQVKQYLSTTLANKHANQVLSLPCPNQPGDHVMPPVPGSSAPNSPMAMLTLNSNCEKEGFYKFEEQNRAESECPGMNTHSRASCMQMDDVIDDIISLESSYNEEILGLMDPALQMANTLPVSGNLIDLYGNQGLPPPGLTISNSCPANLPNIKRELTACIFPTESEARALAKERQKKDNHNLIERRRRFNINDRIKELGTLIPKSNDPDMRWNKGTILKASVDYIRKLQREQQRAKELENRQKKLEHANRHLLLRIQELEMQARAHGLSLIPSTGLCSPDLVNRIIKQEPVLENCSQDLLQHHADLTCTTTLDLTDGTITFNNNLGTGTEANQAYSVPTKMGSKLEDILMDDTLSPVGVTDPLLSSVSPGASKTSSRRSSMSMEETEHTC
GPR151 ag: activators of human GPR151, primary screen, cell-based, PathHunter beta-arrestin, luminescence; PathHunter beta-arrestin GPR151 cells; activation, % at 11.2 µM; actives 1% (n = 650,000); in the data active = activation above about 4.9%;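 note: 0% = median of compound wells and 100% = cells with positive control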
Target sequence (Q8TDV0 whole entry, looked up): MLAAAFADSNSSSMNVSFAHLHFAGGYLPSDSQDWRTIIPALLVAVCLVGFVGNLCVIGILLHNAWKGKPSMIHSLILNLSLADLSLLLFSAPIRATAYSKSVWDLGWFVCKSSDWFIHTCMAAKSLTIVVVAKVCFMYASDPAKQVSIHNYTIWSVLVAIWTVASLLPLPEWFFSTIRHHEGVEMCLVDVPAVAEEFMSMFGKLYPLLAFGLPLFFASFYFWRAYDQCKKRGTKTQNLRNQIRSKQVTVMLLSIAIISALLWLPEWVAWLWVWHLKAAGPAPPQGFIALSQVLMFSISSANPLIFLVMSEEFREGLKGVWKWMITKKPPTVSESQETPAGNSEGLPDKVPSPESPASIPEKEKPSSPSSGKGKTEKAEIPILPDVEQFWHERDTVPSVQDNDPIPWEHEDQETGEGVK
TEAD-YAP block: TEAD-YAP interaction inhibition, primary screen, TEAD-YAP interaction inhibitor project, luminescence, HEK-TIYL cells | TEAD-Gal4/YAP UAS-luciferase luminescence | inhibition, % at 9.12 µM | actives 1.4% (n = 640,000); in the data active = inhibition above about 32%;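 note: 0% = median of test compound wells and 100% = reference inhibitor wells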
* marks the source's active call; other numbers are inactive results.

Each structure is followed by: FBW7 act	MITF primary	GPR151 ag	TEAD-YAP block
- Cc1ccccc1C1(CC(=O)N(C)Cc2ccon2)CC(=O)N(Cc2ccncc2)C1=O (stereo not given)
  0.7	9	-0.9	4
- COc1ccc(CNC(=O)CCCn2c(SCC(=O)NCc3ccccc3)nc3cc4c(cc3c2=O)OCO4)cc1
  0.1	-9	1.9	-2
- O=C1Nc2cc(C(F)(F)F)ccc2N2CCCC12 (stereo not given)
  -0.1	5	0.2	1
- Cc1cc(C)cc(NC(=O)CN2CCN(C(=O)c3ccco3)CC2)c1
  -0.1	2	1.1	-1
- CCN(CCO)C(=O)c1cnc2scc(-c3ccc(C)cc3)n2c1=O
  0.1	7	0.1	-5
- COC(=O)Cn1c(O)c(N=NC(=O)CNC(=O)c2ccccn2)c2ccccc21
  0.0	-2	0.6	5
- CC[n+]1cc(-c2ccccc2)nc(N2CCOCC2)n1
  -0.2	-2	-0.8	-12
- C=CCOc1ccc(C(C2=C(O)CC(C)(C)CC2=O)C2C(=O)CC(C)(C)CC2=O)cc1OC (stereo not given)
  0.0	-6	1.2	0
- CCOC(=O)CC1=CC(C)(CC(=O)OCC)C(C#N)(C#N)C(N)=C1C#N (stereo not given)
  0.0	-5	-0.9	0
- COc1cc(Nc2nc(N3CCc4ccccc4C3)nc3nc[nH]c23)cc(OC)c1OC
  -0.1	-3	4.3	-14
- CCOC(=O)c1ccc(N=C2SCC(=O)N2C)cc1
  -0.2	2	-0.3	-47
- CN(Cc1ccc(F)cc1)C(=O)CC1(c2ccc(-c3ccccc3)cc2)CC(=O)N(C)C1=O (stereo not given)
  -0.1	-2	-0.2	-47
- CCCNC(=O)c1ccc2c(c1)N(Cc1ccc(Cl)cc1)C(=O)CS2
  0.0	-1	-0.7	3
- O=S1(=O)CCC(NC(=S)N/N=C/c2cccc(Oc3ccccc3)c2)C1 (stereo not given)
  0.4	11	-0.3	9
- Cc1cc(NC(=O)CSc2nc3ccccc3c(=O)n2CC2CCC(C(=O)NCc3ccccc3Cl)CC2)n[nH]1 (stereo not given)
  0.0	-8	-1.7	8
- CCOC(=O)N1CC=C2C(C#N)=C(N)C(C#N)(C#N)C(c3cccc(Cl)c3)C2C1 (stereo not given)
  -0.1	-4	-1.2	3
- Cc1cccc(NCC(=O)N/N=C/c2cc(C)ccc2O)c1
  0.1	3	-1.9	0
- CCn1c(CSc2nc3ccccc3s2)n[nH]c1=S
  0.4	18	1.1	-9
- c1cc2nnnn2nc1N1CCCCC1
  1.2	-5	0.4	0
- CCOC(=O)C1=C(C)NC(=O)NC1c1cn(-c2ccccc2)nc1-c1ccc(OC)c(Cl)c1 (stereo not given)
  -0.1	-22	4.5	-7
- NC(=O)c1ccc(NC(=O)c2ccc(Oc3ccc(Cl)cc3[N+](=O)[O-])cc2)cc1
  -0.1	-15	0.8	-2
- O=C(Nc1cccnc1)c1ccc2cccnc2n1
  0.2	7	-8.6	-6
- CCC(Br)C(=O)Nc1ccc(Br)cc1 (stereo not given)
  -0.1	-4	-1.9	-8
- COc1cc2c(cc1OC)C(/C(C#N)=N\O)=NC(C)(C)C2
  0.0	-4	0.8	-4
- CC(=O)c1cccc(NS(=O)(=O)c2cc(C(=O)Nc3ccccc3)ccc2Cl)c1
  0.0	0	0.1	-6
- Cc1cc(C)n(CCNC(=O)CC2C(=O)NCCN2Cc2ccc(-c3ccccc3)cc2)n1 (stereo not given)
  -0.1	-9	0.6	1
- CCCCCSc1nnc2c(n1)OC1(Nc3ccccc3-2)C(=O)Nc2ccc(Br)cc21 (stereo not given)
  0.0	6	1.3	3
- COc1ccc(NC(=O)c2ccco2)cc1NC(=O)COc1cc(C)cc(C)c1
  -0.1	2	-0.7	2
- COc1ccc(NC(=O)C2CC(=O)NC(=Nc3ccccc3)S2)cc1 (stereo not given)
  0.3	6	0.5	11
- Cc1cccc(NC(=O)C(=O)N/N=C/c2ccc(F)cc2)c1C
  -0.1	-3	1.8	-5
- CC(C)c1ccc(OCC(O)CN(CCO)CCO)cc1 (stereo not given)
  -0.1	-6	0.8	-10
- O=C(CSc1cn(CCNC(=O)c2ccc(F)cc2)c2ccccc12)Nc1ccccc1
  -0.1	-3	0.5	4
- O=C(Nc1ccccc1Cl)c1ccccc1Oc1ccc(C(F)(F)F)cc1[N+](=O)[O-]
  0.4	2	-1.1	14
- CC1CCc2c(sc(NC(=O)c3ccco3)c2C(=O)O)C1 (stereo not given)
  0.1	-6	-2.3	33*
- CCOC(=O)CNC(=O)CSc1nc2cccnc2n1-c1ccc(F)cc1
  0.2	0	0.4	-5
- CCCn1nnnc1SCC(=O)N1CCCc2ccccc21
  -0.1	-1	-0.5	3
- Cc1ccc(NC(=O)CS(=O)CC(=O)Nc2cccc(C)c2C)cc1F (stereo not given)
  0.0	-10	1.7	2
- CCC(=O)Oc1c(OC)cc(Br)cc1C1Oc2nc(SC)nnc2-c2ccccc2N1C(=O)CC (stereo not given)
  0.7	0	-2.2	-2
- S=C(Nc1ccc(Cl)cc1)NC1CC1
  -0.1	-32	-0.4	-2
- CCCn1c(SCCOc2ccc(OC)cc2)nc2ccccc21
  0.2	5	-0.7	2

Compounds listed so far with bromine (three):
Each structure is followed by: FBW7 act	MITF primary	GPR151 ag	TEAD-YAP block
- CCC(Br)C(=O)Nc1ccc(Br)cc1 (stereo not given)
  -0.1	-4	-1.9	-8
- CCCCCSc1nnc2c(n1)OC1(Nc3ccccc3-2)C(=O)Nc2ccc(Br)cc21 (stereo not given)
  0.0	6	1.3	3
- CCC(=O)Oc1c(OC)cc(Br)cc1C1Oc2nc(SC)nnc2-c2ccccc2N1C(=O)CC (stereo not given)
  0.7	0	-2.2	-2

A run of entries from further up, as a working copy:
Each structure is followed by: FBW7 act	MITF primary	GPR151 ag	TEAD-YAP block
- NC(=O)c1ccc(NC(=O)c2ccc(Oc3ccc(Cl)cc3[N+](=O)[O-])cc2)cc1
  -0.1	-15	0.8	-2
- O=C(Nc1cccnc1)c1ccc2cccnc2n1
  0.2	7	-8.6	-6
- CCC(Br)C(=O)Nc1ccc(Br)cc1 (stereo not given)
  -0.1	-4	-1.9	-8

Next part
| SMILES | FBW7 act | MITF primary | GPR151 ag | TEAD-YAP block |
| --- | --- | --- | --- | --- |
| Cc1ccc(-c2noc(CCC(=O)N(C)c3ccccc3C)n2)cc1 | -0.1 | 15 | -0.2 | 0 |
| CC(C)(C)n1nc2c(c1NC(=O)c1cccs1)CSC2 | 0.4 | 15 | -1.0 | 3 |
| Cc1cccc(-n2nc3c(c2NC(=O)/C=C\c2ccc4c(c2)OCO4)CSC3)c1C | -0.1 | 5 | 0.7 | 3 |
| Fc1cccc(Cl)c1/C=N/n1c(-c2cccnc2)n[nH]c1=S | -0.1 | 7 | 0.4 | 8 |
| Cc1ccnc(NS(=O)(=O)c2ccc(NS(=O)(=O)c3c(C(C)C)cc(C(C)C)cc3C(C)C)cc2)n1 | -0.2 | 4 | 0.6 | 14 |
| COc1cc(OC)c(OC)cc1CN1CCN(C(=O)c2ccccc2)CC1 | -0.1 | 19 | -0.4 | 6 |
| O=C(c1ccc(Br)o1)N1CCN=C1SCc1ccccc1 | 0.0 | 0 | -0.5 | 9 |
| Cc1ccc(S(=O)(=O)c2cnc(-c3ccccn3)nc2-c2ccncc2)cc1 | 0.1 | 7 | -0.6 | 7 |
| O=C(/C=C/c1ccc([N+](=O)[O-])cc1)Nc1cccc2ccccc12 | 0.3 | 6 | -0.8 | 4 |
| CCOCCOC(=O)C1=C(C)NC(=O)NC1c1ccc(C)cc1 (stereo not given) | -0.1 | -6 | -0.8 | 11 |
| O=[N+]([O-])c1ccc(N2CCc3ccccc32)cc1[N+](=O)[O-] | -0.4 | 13 | 2.4 | 6 |
| CC1(Cc2ccc(S(C)(=O)=O)cc2)C(=O)Nc2cccc(Cl)c21 (stereo not given) | 0.1 | 17 | -0.3 | 5 |
| CCOC(=O)C1=C(C)NC(=O)NC1c1ccc(OCc2ccccc2)cc1 (stereo not given) | -0.1 | 3 | -1.4 | -17 |
| CCn1cc(C(=O)NN)c(=O)c2cc(F)c(NC3CCCCC3)cc21 | 0.2 | 1 | -2.2 | -5 |
| COc1ccc(C(=O)NCc2ccc(Cl)s2)cc1OC1CCN(C(C)C)CC1 | 0.0 | 4 | -1.3 | 12 |
| CCOc1ccccc1NC(=O)CSc1nnc(-c2cccn(CC)c2=O)n1C | 0.4 | 16 | -0.8 | 2 |
| O=C(NCc1ccc(F)cc1)C(=O)NCC1OCCN1S(=O)(=O)c1ccc(F)cc1 (stereo not given) | 0.1 | 1 | -0.7 | 3 |
| COC(=O)C1CCN(C(=O)C(Sc2ccccc2)c2ccccc2)CC1 (stereo not given) | 0.1 | 7 | -2.6 | -12 |
| COc1ccccc1NC(=O)c1ccccc1NC(=O)c1ccccc1Cl | 0.0 | -1 | -0.9 | 14 |
| CCOC(=O)c1ccc2nc(NC(=O)c3ccc(N)cc3)sc2c1 | -0.1 | -3 | 1.5 | 5 |
| O=S(=O)(c1cccc(-c2nc3ccccc3s2)c1)N1CCCC1 | -0.1 | -4 | 2.9 | -9 |
| CSc1nc(C)cc(OCC(=O)NCCOc2ccc(C)cc2)n1 | 0.2 | 18 | 3.0 | 9 |
| O=C(CN1CCN(c2ccc3c(c2)OCCO3)C1=O)NCCCn1ccnc1 | -0.3 | 13 | 1.3 | -1 |
| CN1C(=O)CCC12CCN(Cc1cn[nH]c1-c1ccccc1)CC2 | 0.0 | 8 | -0.7 | 3 |
| CC(C)Cc1nnc(NC(=O)CCc2ccccc2)s1 | 0.0 | 0 | 0.0 | 2 |
| CCOc1cc(C=O)ccc1OC(=O)c1cccc([N+](=O)[O-])c1 | 0.0 | 3 | -0.7 | 7 |
| Cc1cc(=O)oc(C)c1C(=O)OCC(=O)c1ccccc1 | -0.2 | 10 | -1.2 | -35 |
| N#CC1=C(N)Oc2c(sc3ccccc23)C1c1ccccc1OC(=O)c1ccc(F)cc1 (stereo not given) | 0.1 | 6 | -0.8 | -4 |
| CC(C)(C)C(=O)Nc1nnc(SCC(=O)NCC2CCCO2)s1 (stereo not given) | 0.0 | -1 | 0.0 | -5 |
| c1cc(Nc2nc(Nc3ccc(N4CCOCC4)cc3)c3[nH]cnc3n2)ncn1 | -0.1 | 2 | 0.8 | -1 |
| CCCc1cc2c(=O)c(-c3ccc4c(c3)OCCCO4)coc2cc1OC(=O)N1CCOCC1 | -0.3 | 6 | -0.9 | -14 |
| CCN(CC)c1ccc2cc(C(=O)Nc3cccc(C)c3)c(=O)oc2c1 | 0.5 | 15 | -1.5 | -25 |
| COCC(O)C(OC)C(OC)C(C=Nc1ccc(C)cc1)OC (stereo not given) | 0.6 | 14 | -1.1 | 4 |
| CC(C)[C@H](CO)n1c(=O)[nH]c2ncc(-c3ccccc3)nc21 | -0.6 | -12 | 0.1 | 3 |
| CC1(C)Cc2cccc(OCC(=O)NNC(=O)c3ccccc3F)c2O1 | -0.1 | -9 | 1.4 | 9 |
| O=C(Nc1ccc(OC(F)(F)F)cc1)c1nn2c(C(F)(F)F)cc(-c3ccccc3)nc2c1Cl | -0.4 | 10 | -0.6 | 6 |
| CC(NC(=O)c1ccc(N2CCC(N(C)Cc3ccn[nH]3)CC2)cc1)c1ccccc1 (stereo not given) | 0.1 | 7 | -1.0 | 5 |
| CCCNc1nc(Nc2ccc(C(F)(F)F)cc2)nc2c1ncn2-c1ccccc1 | 0.1 | 2 | 0.6 | -6 |
| O=C(Nc1nc(-c2ccccn2)cs1)C1CC1 | 0.1 | 35 | -0.6 | -27 |
| COc1ccc(S(=O)(=O)N2CCN(S(=O)(=O)c3ccccc3)CC2)cc1 | 0.1 | 15 | 0.1 | 5 |
| CCN(CC)c1nc2c(c(=O)[nH]c(=O)n2C)n1Cc1cccc(Br)c1 | -0.2 | -2 | 0.6 | -6 |
| Cc1cc(N(C)C)nc(N2CCC(C(=O)NCCc3ccccc3)CC2)n1 | 0.1 | -1 | -0.7 | -15 |
| COc1ccc(CN2CCC(C(N)=O)CC2)cc1C | 0.0 | -11 | 1.1 | -4 |
| O=C(CCc1c[nH]c2ccccc12)NNC(=O)Cc1c[nH]c2ccccc12 | 0.6 | 3 | -0.3 | 10 |
| COc1ccc(C(=O)C2CCN(C(=O)c3ccc(C)cc3)CC2)cc1 | 0.0 | 5 | 0.6 | 16 |
| COc1cccc(C(=O)Nc2cccc(NC(=O)c3ccc(Cl)cc3Cl)c2)c1 | 1.1 | 3 | -0.8 | -13 |
| O=S(=O)(c1ccc(-c2ccc(S(=O)(=O)N(CCO)CCO)cc2)cc1)N(CCO)CCO | -0.1 | 6 | -0.2 | 24 |
| Cc1ccnc(SCC(=O)N2CCN(c3cccc(Cl)c3)CC2)n1 | 0.0 | 0 | -0.1 | -2 |
| CCC(Sc1nnc(C)s1)C(=O)Nc1nccs1 (stereo not given) | 0.2 | 8 | -0.6 | 2 |
| Cc1ncc([N+](=O)[O-])n1CC(=O)Nc1ccc(F)cc1F | 0.2 | -2 | 1.4 | -2 |
| O=C(CSc1nnc(NC2CCCCC2)s1)Nc1ccc2[nH]c(=O)[nH]c2c1 | 0.0 | -2 | 1.5 | 0 |
| CSc1cccc(C(=O)Nc2sccc2C#N)c1 | -0.1 | -4 | -0.6 | -37 |
| CCOC(=O)c1c(NC(=O)c2ccc(S(=O)(=O)N3CCCC(C)C3)cc2)sc2c1CCN(C(C)=O)C2 (stereo not given) | 0.0 | -1 | -1.4 | 4 |
| CCNc1ncc(C)c(NCCc2ccc(OC)cc2)n1 | 0.0 | 5 | 1.8 | 13 |
| CC(C)C[C@@H]1NC(=O)[C@@H]2C[C@H](NC(=O)c3ccccc3)CN2C1=O | 0.4 | 21 | -1.4 | 6 |
| O=C(CCc1ccccc1)Nc1sc2c(c1C(=O)O)CCC2 | 0.1 | 14 | -1.6 | 5 |

Assay outcomes as filed in PubChem BioAssay.
